LAP4 TOR yeast = modulators of LAP4-GFP expression in yeast, primary screen, S. cerevisiae, multiplex flow cytometry, MLPCN library. 3 h; median GFP as percent of DMSO wells. GFP response vs DMSO, % at 10 µM. 320,000 compounds, 0.34% hits;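 active = GFP response vs DMSO above a set limit, about the screen mean plus 3 SD, cut at about 150% in these data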
RPL19A TOR yeast = RPL19A-GFP expression modulators in yeast, primary screen, cell-based, S. cerevisiae, multiplex flow cytometry, MLPCN | S. cerevisiae RPL19A-GFP strain, 3 h; hits give low values | percent response vs DMSO, % at 10 µM | 330,000 compounds, 0.3% hits | AID 2025, 2009;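 active = percent response vs DMSO below 50%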;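 note: median channel GFP fluorescence of the barcoded RPL19A-GFP strain; ratio of sample median GFP to plate DMSO average so 100% = DMSO; lower means less RPL19A-GFP as with rapamycin TOR inhibition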
CIT2 TOR yeast = modulators of CIT2-GFP expression in yeast, primary screen, S. cerevisiae, GFP fusion, multiplex flow cytometry, MLPCN library | S. cerevisiae CIT2-GFP strain, 3 h; 100 means same as DMSO wells | GFP response vs DMSO, % at 10 µM | 320,000 compounds, 0.065% hits;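 active = GFP response relative to DMSO above a set limit, near the screen mean plus 3 SD, cut at about 150% in these data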;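 note: ratio of well median GFP fluorescence to mean of DMSO wells on the plate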
AGP1-GFP MLPCN = modulators of AGP1-GFP expression in yeast TOR pathway, primary screen, cell-based, multiplex flow cytometry, S. cerevisiae, MLPCN library. 3 h; GFP as percent of DMSO wells. GFP response vs DMSO, % at 10 µM. 320,000 compounds, 0.02% hits. AID 2066, 2009;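 active = GFP response relative to DMSO above a set limit, near screen average plus 3 SD, cut at about 150% in these data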;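 note: median GFP channel fluorescence of the gated AGP1 strain per well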
MEP2-GFP yeast = modulators of MEP2-GFP levels in yeast, primary screen, S. cerevisiae, multiplex flow cytometry, MLPCN library | 330,000 compounds, 0.51% hits | AID 2016, 2009 | S. cerevisiae MEP2-GFP strain, 3 h; 100% = DMSO control level | GFP response vs DMSO, % at 10 µM;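 active = GFP response versus DMSO above a set limit, roughly screen mean plus 3 SD, cut at about 180% in these data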;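 note: median GFP fluorescence of the barcode-gated MEP2-GFP cells per well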
GASC-1 inh = inhibitors of GASC-1 histone demethylase, primary screen, biochemical, fluorescence, DELFIA europium | Lysine-specific demethylase 4C (Homo sapiens), Q9H3R0 | GST-JMJD2C(1-420) H3K9me3 demethylation | inhibition, % at 2.35 µM | 330,000 compounds, 0.069% hits;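 active = more than half of a compound's replicate wells show inhibition beyond 50%, single wells judged on their own value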;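 note: signal counts dimethyl H3K9 product captured on neutravidin plate; 0% = median of DMSO wells and 100% = 0.3 times that DMSO median; strong numbers were not always called active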
GRK2 aptamer HTS = compounds blocking aptamer binding on GRK2 – biochemical, human GRK2, bead flow cytometry, HTS, primary screen | 330,000 compounds, 0.59% hits | FAM-aptamer displacement from GRK2 | inhibition of aptamer binding, % at 10 µM | Beta-adrenergic receptor kinase 1 (Homo sapiens), P25098;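 active = inhibition of aptamer binding above 40%, roughly 3 SD of noise, on plates passing a quality check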;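 note: median bead fluorescence of bound FAM aptamer so fluorescent compounds give negative values; no value below 0 was filed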
VLA-4 inh = inhibition in human VLA-4 binding assay, primary screen, VLA-4 allosteric modulator project, MLPCN library, flow cytometry, VLA-4 expressing cells; inhibition, % (about 7 µM as worked out from the volumes in the protocol); ligand binding flow cytometry; 330,000 compounds, 0.2% hits; in the data active = inhibition above about 50%
Target sequence (P13612 whole entry, looked up): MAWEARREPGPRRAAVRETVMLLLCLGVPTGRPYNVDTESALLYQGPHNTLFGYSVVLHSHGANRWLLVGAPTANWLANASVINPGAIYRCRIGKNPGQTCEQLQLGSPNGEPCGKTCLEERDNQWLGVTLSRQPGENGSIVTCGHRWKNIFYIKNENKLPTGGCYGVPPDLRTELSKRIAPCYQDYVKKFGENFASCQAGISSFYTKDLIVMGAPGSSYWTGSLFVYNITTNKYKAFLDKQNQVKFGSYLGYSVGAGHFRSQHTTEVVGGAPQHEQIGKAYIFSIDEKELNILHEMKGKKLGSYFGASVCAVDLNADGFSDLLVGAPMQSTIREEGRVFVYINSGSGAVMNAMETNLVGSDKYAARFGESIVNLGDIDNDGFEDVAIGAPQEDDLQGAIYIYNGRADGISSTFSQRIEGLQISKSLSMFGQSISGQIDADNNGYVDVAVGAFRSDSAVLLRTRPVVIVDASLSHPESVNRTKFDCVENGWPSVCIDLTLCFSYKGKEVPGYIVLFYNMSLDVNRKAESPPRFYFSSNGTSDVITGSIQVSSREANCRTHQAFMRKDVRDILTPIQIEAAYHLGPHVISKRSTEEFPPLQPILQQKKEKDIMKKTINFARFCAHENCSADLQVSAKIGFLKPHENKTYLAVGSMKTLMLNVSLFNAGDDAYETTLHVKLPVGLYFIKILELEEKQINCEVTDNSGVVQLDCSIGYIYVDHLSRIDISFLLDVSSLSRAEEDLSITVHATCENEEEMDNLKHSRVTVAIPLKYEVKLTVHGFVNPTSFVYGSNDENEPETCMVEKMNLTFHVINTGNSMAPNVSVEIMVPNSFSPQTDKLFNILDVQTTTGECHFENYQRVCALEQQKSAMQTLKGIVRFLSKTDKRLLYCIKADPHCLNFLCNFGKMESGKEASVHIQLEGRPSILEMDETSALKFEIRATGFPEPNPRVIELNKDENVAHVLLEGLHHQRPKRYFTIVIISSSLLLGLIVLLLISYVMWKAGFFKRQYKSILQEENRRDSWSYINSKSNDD
* hit, by the source's call; & = joins results of further samples.

SMILES	LAP4 TOR yeast	RPL19A TOR yeast	CIT2 TOR yeast	AGP1-GFP MLPCN	MEP2-GFP yeast	GASC-1 inh	GRK2 aptamer HTS	VLA-4 inh
CCOC(=O)C1CCN(C(=O)/C=C/c2ccc(S(=O)(=O)N3CCOCC3)cc2)CC1	109	99	90	102	96	10	1	-4
COc1ccccc1N1CCN(C(CNC(=O)c2ccco2)c2cccnc2)CC1 (stereo unspecified)	110	95	90	97	98	-24	0	7
Cc1cccc(NC(=O)c2c([N+](=O)[O-])c(C(C)(C)C)nn2C)c1	100	105	105	103	101	15	0	11
CCOC(=O)c1sc(=S)n(-c2ccc(OC)cc2)c1N	107	104	98	109	107	-7	0	16
Cc1cccc(C)c1NC(=O)CC(C)c1ccccc1 (stereo unspecified)	90	110	104	103	110	1	2	5
CCOc1ccc(NC(=O)CCC(=O)NNC(=O)c2ccco2)cc1	93	97	96	98	99	9	0	2
CC(Nc1nc(-c2ccc(Cl)cc2)cs1)c1nc2cc(Cl)c(N3CCCCC3)cc2n1CCOCCO (stereo unspecified)	111	97	90	85	88	3	2	19
CCOC(=O)N1CCN(C(=O)CN(c2ccc(C)cc2)S(=O)(=O)c2c(C)noc2C)CC1	101	101	101	102	101	15&6	4	8
C=CCn1c(COc2ccc(F)cc2)nnc1SCC(=O)N1CC(=O)Nc2ccccc21	88	93	84	88	99	-7	0	7
COc1ccc(C(=O)O)c(OC)n1	107	97	100	99	108	4	1	11
CCOC(=O)/C(C(N)=NCCO)=C(/O)c1ccccc1	84	98	94	95	93	5	0	6
CCn1c(CCNC(=O)c2ccc(Cl)cc2)nnc1SCC(=O)NC1CCCC1	102	99	105	101	107	-39	0	-1
O=C(Nc1ccc(Cl)cc1F)c1ccc(-n2cncn2)cc1	105	105	93	103	101	-6	5	9
Cn1ncc(Cl)c1C(=O)N1CCN(S(=O)(=O)c2cccs2)CC1	86	96	95	91	101	2	0	-21
O=[N+]([O-])c1nn(-c2ccc(Cl)cc2)n(O)c1=NCc1ccncc1	120	98	101	96	102	-5	0	-6

Complete entries, quoted from the list. Screens in order: LAP4 TOR yeast | RPL19A TOR yeast | CIT2 TOR yeast | AGP1-GFP MLPCN | MEP2-GFP yeast | GASC-1 inh | GRK2 aptamer HTS | VLA-4 inh
Profile of Cc1cccc(C)c1NC(=O)CC(C)c1ccccc1 (stereo unspecified) → 90 | 110 | 104 | 103 | 110 | 1 | 2 | 5
Profile of O=C(Nc1ccc(Cl)cc1F)c1ccc(-n2cncn2)cc1 → 105 | 105 | 93 | 103 | 101 | -6 | 5 | 9
Profile of CCOC(=O)C1CCN(C(=O)/C=C/c2ccc(S(=O)(=O)N3CCOCC3)cc2)CC1 → 109 | 99 | 90 | 102 | 96 | 10 | 1 | -4
Profile of COc1ccc(C(=O)O)c(OC)n1 → 107 | 97 | 100 | 99 | 108 | 4 | 1 | 11
Profile of Cc1cccc(NC(=O)c2c([N+](=O)[O-])c(C(C)(C)C)nn2C)c1 → 100 | 105 | 105 | 103 | 101 | 15 | 0 | 11

Next results follow.
SMILES	LAP4 TOR yeast	RPL19A TOR yeast	CIT2 TOR yeast	AGP1-GFP MLPCN	MEP2-GFP yeast	GASC-1 inh	GRK2 aptamer HTS	VLA-4 inh
Cn1cc2cccc([N+](=O)[O-])c2n1	94	103	99	97	104	5	0	5
COc1cc(OC)c(OC)cc1/C=C/C(=O)c1ccc(NS(=O)(=O)c2ccc(C)cc2)cc1	88	96	96	91	100	11	2	-6
CCN(CC)C(=O)CSc1nc2ccc(NC(=O)CSc3nccn3C)cc2s1	92	97	99	99	95	-6	2	16
COc1ccc(N2C(=O)C(=O)/C(=C(/O)c3ccc(C)cc3)C2c2cccnc2)cc1 (stereo unspecified)	74	98	105	82	90	-1	0	-2
CCOC(=O)C1(Cc2ccccc2)CCN(Cc2cc(OC)c3c(c2)OCO3)CC1	92	89	92	86	83	-2	0	7
COc1ccc(C2=CCC3CCCCN3C2)cc1OC (stereo unspecified)	93	100	106	97	99	-1	5	2
COc1ccc(C(=O)O)cc1S(=O)(=O)Nc1cccc(C)c1	92	95	97	94	104	5	0	6
C=CCN(c1ccccc1C(=O)O)S(=O)(=O)/C=C/c1ccccc1	87	97	93	97	97	12	1	3
O=C(Nc1ccc(NC(=O)c2cccs2)cc1)c1ccco1	94	96	87	95	93	5	0	3
COCCn1c(Cc2ccccc2)nnc1SCC(=O)NC(C)C	90	95	93	97	96	0	1	8
O=C1Nc2ccccc2C1(c1ccccc1)c1ccccc1	87	99	104	94	98	0	0	9
O=C(COC(=O)Cn1[nH]c(=O)c2ccccc2c1=O)Nc1c(Cl)cccc1C(F)(F)F	108	100	97	108	102	7	1	7
CCN(CC)S(=O)(=O)c1ccc(Oc2cccc(C(C)=O)c2)nc1	103	100	107	102	124	-5	0	13
C=CCc1cccc(/C=N/NC(=O)C(C)Nc2cccc(C)c2)c1O (stereo unspecified)	92	96	97	95	96	5	0	7
O=C(Nc1nnc(C2CC2)s1)c1cc([N+](=O)[O-])ccc1N1CCCCC1	109	105	105	105	100	-3	3	-22
Cc1ccc(C(=O)Oc2ccc(C(=O)COC(=O)c3cnccn3)cc2)cc1	83	103	113	98	104	-4	3	6
O=C(N/C(=C\c1ccc([N+](=O)[O-])cc1)C(=O)N1CCCCC1)c1ccco1	94	101	100	99	102	-4	2	5
O=C(NCc1ccc(F)cc1)c1cnc2sccn2c1=O	107	104	102	107	109	11	2	17
Cc1ccc(C(=O)N(C)c2nnc(-c3ccncc3)s2)cc1	110	97	98	105	104	-12	0	-8
COc1ccc(NC(=O)COc2ccccc2F)cc1S(=O)(=O)N1CCCCC1	96	87	98	96	99	9	0	-18
C/C(=N\Nc1nc2ccccc2[nH]1)c1ccc2c(c1)OCO2	104	100	99	101	110	-15	0	-2
CCN(CC)C(=O)CSc1nnc(CSc2ncccn2)n1C	109	96	98	107	96	3	0	3
COCCCN1C(=O)C(=O)/C(=C(/O)c2ccccc2)C1c1ccc(N(C)C)cc1 (stereo unspecified)	97	102	105	106	105	-1	2	19
CC(=O)c1ccc(OCC(=O)c2cc(C)n(-c3ccc4c(c3)OCO4)c2C)cc1	93	103	94	98	105	6	0	4
CC1(C)CC[C@]2(C(=O)O[C@@H]3OC(CO)[C@@H](O)[C@H](O)[C@H]3O)CC[C@]3(C)C(=CCC4[C@@]5(C)CC[C@H](O[C@@H]6OC(C(=O)O)[C@@H](O)[C@H](O)[C@H]6O)C(C)(C)C5CC[C@]43C)[C@@H]2C1 (stereo partly specified)	100	99	97	100	98	-2	0	-10
CCOC(=O)c1ccccc1NC(=O)CC(C)CC(=O)O (stereo unspecified)	103	99	105	100	97	26	1	1
CCc1ccc(CN(C)Cc2nc(-c3cccc(Cl)c3)no2)nc1	106	93	91	93	96	-2	6	-15
O=[N+]([O-])c1ccccc1COc1ccc(Cl)c2cccnc12	100	97	97	99	100	-5	0	-1
C=CCCC(=O)Nc1nc(C)c(-c2csc(Nc3ccc(Cl)cc3Cl)n2)s1	118	101	82	89	95	-4	1	-4
Cc1ccc(NC(=O)CCSc2nnnn2-c2ccc3c(c2)OCO3)cc1C	104	99	94	100	95	4	2	2
CCCCC(=O)NC(=S)Nc1ccccc1N1CCCCC1	96	110	121	110	107	23	0	14
CC(=O)Nc1nnc(-c2c(-c3c(Cl)cccc3Cl)noc2C)o1	109	101	110	110	105	0	2	42
Cc1nnc(SCC(=O)Nc2nc(-c3ccccc3)cs2)n1N	107	105	110	104	100	5	0	0
Cc1ccc(C(=O)Nc2ncccc2S(=O)(=O)c2ccccc2)cc1	100	107	99	98	111	2	0	4
COc1ccc(/C=N/Nc2nnc(Cc3ccc(OC)c(OC)c3)c(=O)[nH]2)cc1	110	110	107	106	113	-6	1	-21
CCNS(=O)(=O)c1ccc(NC(=O)Nc2ccccc2OC)cc1	96	101	99	94	98	-10	0	15
CC(OC(=O)c1ccc2ccccc2n1)C(=O)c1ccccc1 (stereo unspecified)	115	91	52	84	95	-11	0	-13
CCSc1nc2ccccc2n1CC(=O)O	91	102	89	105	93	4	0	-2
CCOCCc1nnc(NC(=O)CCc2ccccc2)s1	86	98	93	92	96	-2	1	0
COc1ccc(C(CC(=O)N2CCCCC2)c2c(OC)cc(OC)c3c(-c4ccccc4)cc(=O)oc23)cc1 (stereo unspecified)	79	105	115	107	106	4	11	-6
CC(C)Cc1nnc(NC(=O)CCC(=O)N2CCN(Cc3ccc(Cl)cc3)CC2)s1	98	103	104	102	100	10	5	4
CCSc1nnc(NS(=O)(=O)c2ccc(OC)cc2)s1	98	106	108	105	100	15	0	2
Cn1cnnc1SCC(=O)Nc1ccc(Cl)cn1	98	94	91	97	97	-20	0	7
O=C(c1cc(N2C(=O)C3C4CCC(C4)C3C2=O)ccc1Cl)N1CCCCCC1 (stereo unspecified)	99	102	106	107	107	6	4	-13
O=C1NC(=NCc2ccccc2)S/C1=C/c1ccc(O)cc1	95	99	102	100	98	5	4	0
CS(=O)(=O)N1CCCC(C(=O)Nc2ccccc2)C1 (stereo unspecified)	92	105	108	102	105	-4	2	18
Cc1cccc(OCC(=O)N2CCC(N3CCOCC3)CC2)c1	108	117	111	108	103	-7	1	6
COc1cc(NC(=O)c2ccc(Br)o2)ccc1NC(=O)C(C)C	102	102	110	104	104	13	1	2
Cc1ccc(S(=O)(=O)N2CCC(C(=O)OCC(=O)N(Cc3ccccc3)C(C)(C)C)CC2)cc1C	93	98	93	98	92	-36	2	1
CC(C)c1nc(SCC(=O)c2c[nH]c3ccccc23)n[nH]1	101	95	95	102	97	-3	0	0
CCN(CC)CCCN1C(=O)C(O)=C(C(=O)c2cc3ccccc3o2)C1c1ccccn1 (stereo unspecified)	103	104	96	98	103	-1	1	6
Fc1cnc(N2CCc3ccccc32)nc1N1CCc2ccccc21	90	98	100	98	97	1	4	7
C/C(=N\NC(=O)Cc1ccc(F)cc1)c1ccc(O)cc1	96	97	93	92	94	6	18	23
CCc1ccc(Oc2cc(Cl)nc(N)n2)cc1	83	100	89	91	106	-15	1	4
CCCCCn1c(NC2CCCCC2)nc2c1c(=O)[nH]c(=O)n2C	99	102	98	108	102	0&-13	2	-7
COC(=O)c1cc2c(ccn2-c2ccc(F)cc2)n1Cc1ccc(OC(C)=O)cc1	96	98	99	99	103	15	0	15
CCC(C)(C)C1CCC2(CC1)NC(=O)N(CC(=O)N(C)Cc1ccc3c(c1)OCCO3)C2=O (stereo unspecified)	106	100	99	97	93	-8	1	23
CC1CC(C)CN(S(=O)(=O)c2ccc(Cl)cc2)C1 (stereo unspecified)	86	105	104	108	98	-1	4	0
CC(C)NC(=O)CSc1nnc(-c2ccc3ncccc3c2)n1C	101	98	99	103	93	27	3	14
Cc1nc2scc(C)n2c(=O)c1S(=O)(=O)N1CCN(c2ccc([N+](=O)[O-])cc2)CC1	89	98	109	98	95	30	3	0
Next structures follow.
SMILES	LAP4 TOR yeast	RPL19A TOR yeast	CIT2 TOR yeast	AGP1-GFP MLPCN	MEP2-GFP yeast	GASC-1 inh	GRK2 aptamer HTS	VLA-4 inh
COc1ccc(N(Cc2ccccc2)S(=O)(=O)c2ccc(C)cc2)cc1	96	99	106	102	102	1	3	3
Cc1ccc(CCN2CC(C(=O)NCCCN3CCOCC3)CC2=O)cc1 (stereo unspecified)	113	110	114	92	125	1	0	10
Cc1ccc(NS(=O)(=O)c2ccc(OCC(=O)NCc3ccncc3)cc2)cc1	90	101	101	103	99	1	1	0
COc1ccc(N2CCN(C(CNC(=O)C(=O)NCCc3c[nH]c4ccccc34)c3ccco3)CC2)cc1 (stereo unspecified)	92	105	96	98	100	4	1	7
